Screening data from PubChem.
FN deposition inh = inhibitors of fibronectin matrix deposition, primary screen, AH1F cells, Alexa488-fibronectin fluorescence, plate reader | AH1F fibroblasts, overnight | inhibition, % at 12.6 µM | 350,000 tested, 0.086% active | AID 743247, 2014;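 active means mean inhibition across replicates of 30% or more, regardless of how many single replicates reach that level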;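 further: positive control wells lacked labelled fibronectin entirely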
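Measured by – fluorescence 485/525 nm · System – AH1F fibroblast monolayer, labelled fibronectin deposition · Amount – 10000 cells per well · Buffer or medium – serum-reduced DMEM (2% serum) · Doses – single dose, pinned · Also added – fluorescent fibronectin at 24 nM final · Schedule – 1 h cell attachment, overnight exposure to compound and label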
INS-1E GSIS act = GLuc luminescence reporter in INS-1E cells, primary screen for activators of glucose-dependent secretion of insulin. INS-1E GLuc reporter insulin secretion, 2-3 h. activation, % at 16.6 µM. 370,000 tested, 0.61% active;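 active means lowest replicate activation of at least 40%, so every replicate reaches that level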;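 further: 0% = median of neutral control wells and 100% = median of IBMX positive control wells; some compounds called inactive have numbers as strong as hits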
miR-122 sensor = miR-122 Renilla sensor signal increase in Huh7, primary screen, miR-122 inhibitor project, cell-based, single point, plate reader; activation (reporter increase), % at 12.5 µM; Huh7 miR-122 Renilla luciferase sensor, 48 h; neutral wells = 0, positive control = 100; AID 602342, 2012; 340,000 tested, 0.3% active;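 active means mean replicate activation score at least 90 and every replicate individually at or above 90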;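 further: higher luciferase means less miR-122 activity so hits act as miR-122 inhibitors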
PglD DTNB = C. jejuni PglD acetyltransferase inhibitors, primary screen, biochemical, DTNB colorimetric, single point | AID 602405, 2012 | purified PglD enzyme, DTNB colorimetric CoA detection | UDP-N-acetylbacillosamine N-acetyltransferase PglD (Campylobacter jejuni) | inhibition, % at 12.5 µM | 360,000 tested, 0.098% active; in the data active means inhibition above about 16%, passing the limit was not always enough; further: strong numbers were not always called active
PGC1a acetyl inh = inhibitors of PGC1a acetylation signal, primary screen, cell-based, U2OS, AlphaScreen, inhibitor mode | AlphaScreen anti-acetyl-lysine; with virally co-expressed GCN5 acetyltransferase | AID 651687, 2012 | inhibition, % at 15.6 µM | 350,000 tested, 0.17% active;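 active means every replicate shows inhibition of at least 40%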;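 further: 0% = neutral control wells and 100% = positive control wells; some results beyond the cut were filed as inactive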
CFTR F508del cor = F508del CFTR correction, initial screen, CFBE line, single point. CFBE cells, YFP halide quenching; stimulated with forskolin plus potentiator P3; % fluorescence drop versus neutral controls. activity (quench increase), % at 7.58 µM. 350,000 tested, 0.36% active. AID 720511, 2013;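 active means mean added fluorescence quench of at least 8% versus neutral control, with both replicates also reaching 8%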;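 further: cells transiently co-express mutant CFTR-F508del with the halide-sensitive YFP; corrector assay measuring rescue of mutant channel to the surface after 24 h compound exposure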
C2C12 statin = suppressors of statin myotoxicity in C2C12 myotubes, primary screen, cell-based, single point, plate reader; C2C12 myotubes + simvastatin, ATP luminescence, 48 h; scaled: DMSO 0, geranylgeraniol control 100; rescue of ATP level, % at 7.49 µM; 330,000 tested, 0.78% active; AID 602340, 2012;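 active means mean ATP rescue above about 67%, or every replicate alone reaching that limit, limit read from the data, passing the limit was not always enough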;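 further: myotubes were challenged with 10 µM simvastatin during compound exposure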
Cneo AK release = Cryptococcus neoformans cell lysis inducers, primary screen, AK release luminescence, single concentration; 360,000 tested, 0.2% active; C. neoformans lysis, adenylate kinase release luminescence, 4 h; normalised: neutral wells 0, clomiphene wells 100; AID 651654, 2012; lysis activity, % at 15 µM;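 active means mean lysis activity across replicates of at least 80%, whatever share of replicates individually reach that level; inactive means mean lysis activity below 80%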
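Signal: Adenylate kinase release luminescence | Assay system: Log-phase Cryptococcus neoformans yeast cells | Input: Cells at 5 × 10^6 per mL | Buffer or medium: Fresh YPD growth medium | Compound: Single dose | Schedule: Static 4 h at 37 °C with compound, 1 h detection | Controls: Clomiphene | Read-out: Luminescence rise reflecting yeast cell lysis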
Numbers without * were called inactive; · = not tested or not shown; & = joins results of further samples; [ ] = another dose, or the depositor's remark.

The line under a structure holds: PGC1a acetyl inh	CFTR F508del cor	PglD DTNB	miR-122 sensor	Cneo AK release	C2C12 statin	INS-1E GSIS act	FN deposition inh
1. CO[C@H]1CN(C)C(=O)c2cc(NC(=O)c3cc(C)on3)ccc2OC[C@H](C)N(CC2CC2)C[C@@H]1C
  2.9	-3.7	-2.3	·	-1.5	-20.0	-7.5	8.9
2. CC(C)C#Cc1ccc2c(c1)O[C@H](CN(C)S(=O)(=O)c1cn(C)cn1)[C@H](C)CN([C@@H](C)CO)S2(=O)=O
  -5.3	-0.9	-1.4	26.0[16.7 µM]	2.8	6.1	1.4	-21.4
3. O=C(C[C@@H]1C[C@@H]2c3cc(NC(=O)c4ccc5c(c4)OCO5)ccc3O[C@@H]2[C@H](CO)O1)NCc1ccc(Oc2ccccc2)cc1
  7.1	-2.1	0.5	-0.2[16.7 µM]	0.7	-14.1	-0.2	-11.1
4. CCNC(=O)c1cc2c(=O)n3cccc(C)c3nc2n(CCc2ccccc2)c1=N
  ·	·	-10.8	-4.0	4.4	6.3	·	·
5. Cn1c(CN2CCCCC2)c(C#N)c2ccccc21
  -7.2	-0.3	-5.5	1.5	11.7	·	-5.8	·
6. CCO[C@H]1OC(C(=O)Nc2ccccc2)=C[C@@H](C2CC2)[C@@H]1CCCO
  1.8	-0.5	2.9	-6.3	0.4	2.7	-9.2	4.9
7. Cc1noc(C)c1S(=O)(=O)Nc1ccc2c(c1)C(=O)N([C@H](C)CO)C[C@H](C)[C@H](CN(C)CC1CCCCC1)OCCCC[C@H](C)O2
  ·	2.0	-2.6	-11.9[16.7 µM]	-6.1	-93.9	3.5	·
8. CC(C)CCn1c(SCCc2ccccc2)nc2c1c(=O)[nH]c(=O)n2C
  3.0	·	-1.2	-4.8	3.1	-4.2	·	·
9. CCC(=O)N1C[C@@H](C)[C@H](OC)CN(C)C(=O)c2ccc(NC(=O)c3ccc(OC)cc3)cc2OC[C@H]1C
  2.7	0.4	-0.7	15.5[16.7 µM]	0.5	10.4	10.2	6.9
10. O=C1OC(c2ccccc2)/C(=C(/O)c2ccccc2)C1=O (stereo unspecified)
  1.6	·	-3.4	-4.8	-0.4	-7.4	-7.3	·
11. C=CCn1c(SCC(=O)NC2CC2)nnc1-c1cccs1
  10.0	-0.8	2.2	-4.3	0.8	·	-29.9	·
12. Cc1ncc([N+](=O)[O-])n1CC(=O)Nc1ccc(Cl)cc1
  -5.5	-0.1	1.6	-0.5	1.7	4.9	-2.5	0.7
13. O=C1CCC/C1=C/Nc1cccc(F)c1
  -13.4	-1.2	·	·	·	·	-7.3	-7.6
14. CN1CCc2c1nc1ccccc1c2NC(=O)CN1CCCC1
  4.3	-4.2	-2.7	0.5	-3.8	-15.8	·	11.7
15. C[C@H]1CN([C@@H](C)CO)C(=O)c2cccc(NC(=O)Nc3cccc4ccccc34)c2O[C@H]1CN(C)CC1CC1
  -3.5	1.8	·	·	·	·	-5.8	-7.8
16. COCC(=O)N1CC[C@@H]2[C@H](CO)Nc3ccc(C#Cc4ccccc4)cc3[C@@H]21
  -10.2	-3.4	1.4	24.4[16.7 µM]	8.6	-18.3	11.1	21.2
17. CO[C@@H]1CN(C)C(=O)c2cc(NC(=O)C3CCOCC3)ccc2OC[C@@H](C)N(Cc2nccs2)C[C@H]1C
  3.1	1.8	1.9	·	3.3	15.5	2.0	-24.2
18. CN1CC2=Cc3ccccc3OC23Oc2ccccc2C=C3C1
  -16.9	·	2.6	5.8	-0.4	50.0	·	·
19. CNc1cnc(-c2ccsc2)cn1
  ·	-1.3	0.1	-0.2	-0.7	-4.1	14.5	-11.4
20. C[C@H]1CN([C@@H](C)CO)C(=O)c2cc(C#CCc3ccccc3)cnc2O[C@H]1CN(C)C(=O)C1CCOCC1
  -2.8	-1.2	-1.8	·	-4.9	1.5	-3.8	·
21. COc1cccc(-c2[nH]nc3c2C(c2ccoc2)C(C#N)=C(N)O3)c1 (stereo unspecified)
  ·	·	-6.4	-8.0	-0.1	1.4	·	5.5
22. C/C(=N\NC(=S)Nc1ccc(C)cc1)c1cc2ccccc2o1
  6.7	-1.8	3.4	4.1	-0.5	·	25.3	-0.7
23. Cc1cc(C)c2nc(NC(=O)C3CSC4(C)CCC(=O)N34)sc2c1 (stereo unspecified)
  7.3	1.8	2.5	-4.6	3.0	9.4	0.2	2.9
24. COC(=O)C1CCN(C(=O)C2CC(=O)N(c3ccc(C)c(Cl)c3)C2)CC1 (stereo unspecified)
  8.6	1.2	1.2	-0.6	0.7	2.4	7.4	-5.5
25. O=C(O)CN=CC1=C(O)CC(c2ccccc2)CC1=O (stereo unspecified)
  ·	3.4	12.8	-1.7	-0.2	0.0	1.1	-0.8
26. CCn1c(=N)n(CC(=O)c2ccc(OC)cc2)c2ccccc21
  -6.7	·	-4.6	4.9	-2.8	-15.2	·	·
27. COCC(=O)N1[C@H](C(=O)Nc2ccccc2)[C@@H](CO)[C@@H]2Cn3c(ccc(-c4cccnc4)c3=O)[C@@H]21
  ·	·	5.8	·	48.5	-6.1	6.0	·
28. CSc1nc(NC(C)=O)nc(C)c1Br
  8.7	·	-2.2	-5.7	-3.0	·	·	·
29. Cc1cc(C)cc(NC(=O)COC(=O)CCC2CCCC2)c1
  ·	-2.9	4.4	·	0.0	3.9	-9.6	-11.8
30. Cc1nc(CSc2nc3[nH]ncc3c(=O)n2-c2ccccc2)cs1
  -16.0	·	-0.2	-7.9	-1.1	9.0	·	·
31. CC(C)(C)[C@H]1C=C(C(=O)N2CCN(Cc3ccc4c(c3)OCO4)CC2)O[C@@H](OCCCCO)C1
  -4.3&8.8	1.5&0.5	0.4&1.9	-1.1	1.1&1.5	-3.4	-12.8	-4.9
32. COc1cc(NC(=O)[C@H]2O[C@@H](n3ccc(N)nc3=O)[C@H](O)[C@@H]2O)cc(OC)c1OC
  -1.5	3.7	-3.0	-1.6	-1.3	0.7	-1.4	-7.5
33. COc1ccccc1-c1cccc(-c2nc(C(=O)N3CCCCC3)cc3c2[C@@H](CCO)N(S(=O)C(C)(C)C)C3)c1 (stereo partly specified)
  -14.8	0.1	-0.9	2.0	1.0	-4.6	-0.7	-1.7
34. COc1ccc(S(=O)(=O)Nc2ccc3c(c2)CC(=O)N([C@@H](C)CO)C[C@H](C)[C@H](CN(C)Cc2ccc4c(c2)OCO4)O3)cc1
  -1.1	4.7	-2.2	30.5[16.7 µM]	3.4	1.6	-14.5	-5.6
35. CCOC(=O)c1[nH]c(C)c(C(=O)N(C)Cc2ccccc2)c1C
  -2.4	·	5.7	2.8	4.9	-4.6	·	6.0
36. COc1ccc(CN(C)C[C@H]2Oc3ccc(NC(=O)C4CC4)cc3C(=O)N([C@H](C)CO)C[C@H]2C)cc1
  0.3	0.4	-1.4	1.3[16.7 µM]	6.5	-1.6	16.1	9.9
37. O=C(Nc1ncccn1)c1cc(-c2cccc(Br)c2)nc2ccccc12
  -8.4	·	0.4	1.9	0.4	·	-31.8	6.3
38. CCOc1ccccc1C(=O)NC1CC2CCCC(C1)N2Cc1ccccc1 (stereo unspecified)
  -2.4	·	2.3	0.3	3.9	97.4*	·	-3.5
39. CNC(=O)C[C@H]1CC[C@H]2[C@@H](COc3ccc(NC(=O)c4cc(C)on4)cc3C(=O)N2C)O1
  -4.2	-0.3	3.4	12.5[16.7 µM]	3.3	12.6	10.2	7.0
40. CCC(=O)NC(c1cccs1)c1cc([N+](=O)[O-])c2cccnc2c1OC (stereo unspecified)
  4.5	0.8	0.4	-3.2	-0.4	0.7	-3.4	-1.5

Compounds above that contain a thiophene ring, fused or not (three):
The line under a structure holds: PGC1a acetyl inh	CFTR F508del cor	PglD DTNB	miR-122 sensor	Cneo AK release	C2C12 statin	INS-1E GSIS act	FN deposition inh
11. C=CCn1c(SCC(=O)NC2CC2)nnc1-c1cccs1
  10.0	-0.8	2.2	-4.3	0.8	·	-29.9	·
19. CNc1cnc(-c2ccsc2)cn1
  ·	-1.3	0.1	-0.2	-0.7	-4.1	14.5	-11.4
40. CCC(=O)NC(c1cccs1)c1cc([N+](=O)[O-])c2cccnc2c1OC (stereo unspecified)
  4.5	0.8	0.4	-3.2	-0.4	0.7	-3.4	-1.5

Continuation.
The line under a structure holds: PGC1a acetyl inh	CFTR F508del cor	PglD DTNB	miR-122 sensor	Cneo AK release	C2C12 statin	INS-1E GSIS act	FN deposition inh
41. CC(C)(C)OC(=O)C[C@@H]1C/C=C\C[C@H](CC(=O)N(CCO)Cc2ccccc2)C(=O)N2CCC[C@H]2COC1=O
  -6.1	2.1	-2.5	-5.9	5.1	3.1	·	2.3
42. C[C@@H]1CCCCO[C@H](CN(C)C(=O)CCCN(C)C)[C@H](C)CN([C@@H](C)CO)C(=O)c2cc(NC(=O)Nc3ccc4c(c3)OCO4)ccc2O1
  -4.7	-0.6	1.1	8.7[16.7 µM]	2.3	·	7.1	-12.2
43. C[C@H]1CN([C@@H](C)CO)S(=O)(=O)c2ccc(C#CCN(C)C)cc2O[C@@H]1CN(C)C(=O)c1ccccc1F
  -12.1	·	0.6	14.7[16.7 µM]	-11.4	-17.9	5.1	9.9
44. CN1CCCCN2[C@H](C1)[C@H](c1ccc(Br)cc1)[C@@H]2CO
  5.4	1.2	-1.4	2.4[16.7 µM]	1.8	-0.6	23.6	·
45. Cc1cc(C)cc(NC(=O)CSc2nc(=O)n3cc(C)ccc3n2)c1
  ·	-0.6	-4.1	·	2.7	·	0.6	5.3
46. O=C(NC1CCCC1)N1CCCCN2[C@H](C1)[C@H](c1ccc(-c3ccncc3)cc1)[C@@H]2CO
  7.5	0.5	2.5	7.0[16.7 µM]	-0.1	·	18.0	·
47. CC1=NN(CCc2ccccn2)C(=O)CC1
  12.9	-1.7	·	·	·	·	-2.7	8.0
48. CN(C)C(=O)C[C@@H]1CC[C@@H]2[C@H](COC[C@H](O)CN2Cc2ccc(C(F)(F)F)cc2)O1
  -6.7	0.4	2.0	-5.3[16.7 µM]	-2.4	22.2	-3.2	-3.6
49. O=C(c1cccs1)N1CCN(c2ccc([N+](=O)[O-])cc2F)CC1
  13.2	1.5	-1.4	0.4	2.6	0.5	10.4	2.1
50. CN1OC[C@@H]2CN(S(=O)(=O)c3cccc4ccccc34)[C@H](c3ccc(-c4cccnc4)cc3)C[C@@H]21
  -24.4	-1.4	-3.2	4.4	1.1	-15.4	-10.3	·
51. C[C@@H]1CN([C@@H](C)CO)C(=O)c2cc(NC(=O)CCC(F)(F)F)ccc2O[C@@H]1CN(C)S(=O)(=O)c1cn(C)cn1
  ·	-0.6	2.5	-2.0[16.7 µM]	3.4	-8.5	-12.4	·
52. CC(NC(=O)c1ccc(Cn2cc([N+](=O)[O-])cn2)o1)c1ccccc1 (stereo unspecified)
  -5.9	·	-5.1	0.7	1.8	0.7	·	-7.2
53. CCOc1ccc(C(=O)OC(C)CN2CCCCC2)cc1 (stereo unspecified)
  ·	-3.2	-5.7	·	5.2	-4.7	-1.2	2.2
54. O=C(NCCN1CCCCC1)/C(=N\O)c1ccccc1
  5.2	·	-3.6	-2.8	2.7	-5.5	·	-19.2
